High-throughput results: PubChem, The Scripps Research Institute Molecular Screening Center
OXTR potentiator – potentiators of human oxytocin receptor | P30559 | CHO-OTR cells, Fluo-8 calcium fluorescence, potentiator mode; 0% = oxytocin EC15, 100% = EC100 | activation, % at 3 µM | actives 0.061% (n = 320,000) | AID 2445;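 active = activation above that plate's cutoff, the mean activation of tested compounds plus 3 SD, cut at about 6.6% in these data, passing the limit was not always enough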;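 also: 100% uses oxytocin at 75 nM as the full agonist control; some results filed as inactive read as strong as hits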
Target sequence (P30559 whole entry, looked up): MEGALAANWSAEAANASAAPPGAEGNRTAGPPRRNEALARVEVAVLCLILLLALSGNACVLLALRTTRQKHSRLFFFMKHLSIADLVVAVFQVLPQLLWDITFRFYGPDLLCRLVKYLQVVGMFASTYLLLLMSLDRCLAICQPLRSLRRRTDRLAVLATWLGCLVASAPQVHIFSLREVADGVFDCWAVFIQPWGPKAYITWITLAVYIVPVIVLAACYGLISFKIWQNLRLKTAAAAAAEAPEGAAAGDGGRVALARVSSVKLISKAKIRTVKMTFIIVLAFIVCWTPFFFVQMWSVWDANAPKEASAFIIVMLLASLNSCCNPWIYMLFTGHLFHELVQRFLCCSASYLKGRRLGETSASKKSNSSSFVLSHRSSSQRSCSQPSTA
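test system = CHO-OTR cells, human receptor | compound = single-point 3.0 µM | schedule = 6 min compound pre-incubation at room temperature, 100 s kinetic read | signal = Fluo-8 no-wash calcium dye fluorescence, excitation 470-495 nm, emission 515-575 nm | repeats = single well per compound, singlicate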
M4 antag – blocks acetylcholine activation of human M4 receptor; CHO-hM4 cells, ACh EC80, Fluo-8 calcium fluorescence; AID 624125; inhibition, % at 3 µM; actives 0.73% (n = 360,000); P08173;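 active = inhibition above its plate's cutoff, the mean inhibition of sample wells plus 3 SD, cut at about 27% in these data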;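 also: 0% = acetylcholine EC80 with DMSO and 100% = DMSO without agonist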
CHRM1 PAM – human CHRM1 positive allosteric modulation | P11229 | CHO-K1 hM1, Fluo-8 calcium fluorescence, ACh EC20; 0% = ACh EC20, 100% = maximal ACh | activation, % at 3 µM | actives 0.088% (n = 360,000) | AID 588819; in the data active = activation above about 19%, passing the limit was not always enough
Target sequence (P11229 whole entry, looked up): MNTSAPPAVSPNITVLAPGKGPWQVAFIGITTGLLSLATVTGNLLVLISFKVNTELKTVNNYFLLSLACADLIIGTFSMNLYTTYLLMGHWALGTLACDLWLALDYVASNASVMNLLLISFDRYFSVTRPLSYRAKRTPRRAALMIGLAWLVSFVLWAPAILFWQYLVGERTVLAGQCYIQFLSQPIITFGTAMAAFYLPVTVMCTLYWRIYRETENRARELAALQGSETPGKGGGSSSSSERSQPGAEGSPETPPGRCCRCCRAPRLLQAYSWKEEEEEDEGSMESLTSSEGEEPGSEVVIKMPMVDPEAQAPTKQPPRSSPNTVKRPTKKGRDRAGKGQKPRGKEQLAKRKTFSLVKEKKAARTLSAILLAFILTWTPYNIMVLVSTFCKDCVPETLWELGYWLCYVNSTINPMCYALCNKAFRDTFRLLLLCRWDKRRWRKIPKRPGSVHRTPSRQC
M4 ag – agonists of human muscarinic M4 receptor (CHRM4). P08173. CHO-K1 hM4/Gqi5, Fluo-8 calcium fluorescence; vehicle 0%, full acetylcholine response 100%. activation, % at 3 µM. actives 0.14% (n = 360,000);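 active = activation above the run mean over all test wells plus 3 SD, cut at about 32% in these data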;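 also: peak over basal fluorescence ratio per well then scaled between controls; 0% = DMSO wells and 100% = acetylcholine at EC100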
CHO-K1 Ca antag – counter-screen for M1 antagonists: effect in parental CHO-K1 cells. ATP-induced calcium, Fluo-8 fluorescence. inhibition, % at 3 µM. actives 0.6% (n = 360,000);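 active = inhibition above a per-plate cutoff, the plate's mean sample inhibition plus 3 SD, cut at about 24% in these data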;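 also: 0% = DMSO plus EC80 ATP and 100% = DMSO alone without ATP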
CHO parental Ca – counter-screen: ATP calcium response change in parental CHO cells. parental CHO-K1, ATP-induced calcium, Fluo-8 fluorescence. inhibition, % at 5.6 µM. actives 0.63% (n = 330,000). AID 463079;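 active = inhibition above that plate's mean sample inhibition plus 3 SD, cut at about 26% in these data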;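 also: 0% = ATP-challenged DMSO wells and 100% = DMSO wells without ATP; some compounds past the cut are filed as inactive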
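Material: parental CHO cells / Compound: single nominal dose of 5.6 µM per compound / Signal: Fluo-8 fluorescence / Replicates: singlicate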
CHRM1 antagonist – blocks human M1 muscarinic receptor; CHO-K1 hM1, Fluo-8 calcium fluorescence, ACh EC80 antagonist; inhibition, % at 3 µM; actives 1.3% (n = 360,000); AID 588852;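 active = percent inhibition above its own plate's cutoff, namely the mean of that plate's compound wells plus 3 SD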;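 also: peak over basal fluorescence ratio during 140 s after agonist addition; 0% = ACh EC80 plus DMSO and 100% = DMSO alone without agonist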
CHO-K1 Ca ag – M1 agonist counterscreen hit in parental CHO-K1 cells; Fluo-8 calcium fluorescence; scaled to maximal ATP response, vehicle zero; activation, % at 3 µM; actives 0.48% (n = 360,000); AID 602248; in the data active = activation above about 15%;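 also: untransfected CHO-K1 host cells lacking M1 receptor as counterscreen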
M1 ag – agonists of human M1 muscarinic receptor | P11229 | CHO-K1 hM1, Fluo-8 calcium fluorescence, agonist mode; 0% DMSO, 100% acetylcholine EC100 | activation, % at 3 µM | actives 0.33% (n = 360,000);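 active = activation above the run's mean compound activation plus 3 SD, cut at about 16% in these data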;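 also: peak over basal fluorescence ratio within a 140 s kinetic read after compound addition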
An asterisk follows results filed as active; . = no result given.

SMILES	OXTR potentiator	M4 antag	CHRM1 PAM	M4 ag	CHO-K1 Ca antag	CHO parental Ca	CHRM1 antagonist	CHO-K1 Ca ag	M1 ag
CC(OC(=O)c1ccc(NC(=O)CC#N)cc1)C(=O)Nc1ccc(Oc2ccccc2)cc1 (stereo not given)	0	4	7	1	-5	14	-12	1.0	0
CC1=CC(C)C2(CO)COC(c3cccnc3)C1C2C (stereo not given)	0	4	11	3	28*	1	1	0.7	-1
CCOC(=O)C1C(c2ccccc2)C(C(=O)OCC)C1c1ccccc1 (stereo not given)	2	-7	4	3	-16	-5	-4	0.5	-2
Cc1ccc(COC(=O)c2ccc3c(c2)C(=O)N(CCCN2CCOCC2)C3=O)cc1	-7	-2	4	5	-5	-12	2	3.1	-2
CC(C)Cc1nnc(NC(=O)c2ccc(-n3cncn3)c([N+](=O)[O-])c2)s1	.	-12	3	1	14	.	-2	0.3	1
COCCNC(=O)C1CC(c2ccc(F)cc2)=NO1 (stereo not given)	-6	-12	6	1	15	-8	7	-0.2	1
Cc1cc(C(=O)OCC(=O)N2CCC(c3ccccc3)=N2)ccc1[N+](=O)[O-]	-8	-8	-2	1	-1	-10	7	0.6	-3
O=C(NCCc1ccc(C(F)(F)F)cc1)C1COc2ccccc2O1 (stereo not given)	-6	-5	8	1	-18	-12	-9	1.7	0
O=C(Cc1ccccc1)N/N=C/c1cccn1-c1ccc([N+](=O)[O-])cc1	-5	1	3	6	-12	-24	-7	4.6	-8
COc1ccc(/C=N/N=C2\SC(CC(=O)O)C(=O)N2c2ccccc2)cc1 (stereo not given)	-4	4	9	0	-11	-10	-10	0.5	-4
Cc1cccc(-n2nc([N+](=O)[O-])c(=NCc3cccnc3)n2O)c1	2	-5	-9	6	14	-9	14	-0.7	-3
COCCNCCCOc1ccc(Cl)cc1Br	-5	2	2	1	-4	-4	0	1.3	-12
CC(c1ccccc1)N1CC(C(=O)Nc2nccs2)CC1=O (stereo not given)	-10	7	11	2	3	2	-10	1.2	-1
c1ccc(Oc2cccc(OCCCCSc3ncccn3)c2)cc1	-15	-7	-1	0	0	-8	-7	0.5	4
CCCOc1ccc(-c2c(C(=O)N/N=C/c3ccccc3OCC)nnn2-c2nonc2N)cc1	-6	-28	0	2	3	-8	-4	0.2	-4
CCCc1cc(CNC(=O)C2CCC(=O)N(Cc3ccccc3F)C2)on1 (stereo not given)	-5	11	-7	1	20	-16	20	1.7	-1
Cc1ccnc(NC2(C(F)(F)F)N=C(c3ccccc3)NC2=O)c1 (stereo not given)	-3	4	7	2	-8	-9	0	5.4	-3
CC(C)(C)NC(=O)CN(C(=O)CNS(=O)(=O)c1ccc(Cl)cc1)c1ccc2c(c1)OCCO2	-6	3	15	0	-9	-22	-13	-0.2	-3
COc1ccc(S(=O)(=O)N2CCOCC2)cc1NC(=O)COC(=O)C1CCC1	-6	-12	5	2	-22	-16	-11	-0.1	-2
CCCOc1ccc(CC2CCC(=O)NC2=O)cc1 (stereo not given)	4	-11	9	0	-11	-3	-7	-0.7	-10
COC(=O)c1ccc(-c2nc3ccccc3[nH]2)cc1	-5	5	10	3	-3	-20	-14	2.3	-5
O=C(NC1CC1)c1scc2c1OCCO2	-10	1	9	0	4	-9	-12	0.1	-4
COc1cc(CNCC2CCCO2)ccc1OCC(N)=O (stereo not given)	-3	4	12	1	-7	-13	-11	0.6	0
Cc1ccc(NC(=O)c2nc[nH]c2C(=O)NC2CCN(C(=O)OC(C)(C)C)CC2)cc1	-3	-3	8	2	-8	0	-6	0.2	-1
NC(=O)c1nsc(C(=O)N(c2ccccc2)C(C(=O)NCc2ccc(F)cc2)c2ccc(O)cc2)c1N (stereo not given)	-10	31*	-9	31	10	26	27*	10	-1

Additional results.
SMILES	OXTR potentiator	M4 antag	CHRM1 PAM	M4 ag	CHO-K1 Ca antag	CHO parental Ca	CHRM1 antagonist	CHO-K1 Ca ag	M1 ag
CC(C)(CNC(=O)c1ccc(-c2cccc(C(F)(F)F)c2)o1)N1CCOCC1	-1	-13	10	0	-6	-9	-14	0.0	-5
Cc1cc(C)nc(N/C(=N\S(=O)(=O)Cc2ccccc2)Nc2ccc(F)c(Cl)c2)n1	4	-13	5	1	-4	-5	-4	-0.5	-5
COc1ccc(NC(=O)N(C)C[C@H]2Oc3ccc(NS(=O)(=O)c4cccs4)cc3C(=O)N([C@@H](C)CO)C[C@@H]2C)cc1	0	2	-2	-2	-13	-3	-1	-0.1	-3
Cc1cc(C)c2c(=O)cc(C(=O)NCc3ccccc3)oc2c1	1	-6	-2	0	5	-7	5	-0.1	-4
Cc1ccccc1NC(=O)CSc1nnc(C2CC2)n1CC1CCCO1 (stereo not given)	0	2	-2	1	-8	-1	3	1.6	-5
Cn1ccc2c(N(c3ccccc3)C3CCCCC3)cc3c(c21)C1CCC3O1 (stereo not given)	.	0	7	-1	6	.	-2	0.6	-6
CC(C)C1CC(CCNCc2ccc(N(C)C)cc2)(c2ccccc2)CCO1 (stereo not given)	-11	-6	0	20	-16	-14	6	6.9	-6
COc1cccc(CN2C(=NC(=O)C3CC3)SC3CS(=O)(=O)CC32)c1 (stereo not given)	-8	14	9	1	-9	-6	-9	0.6	1
CCOc1ccc(CN(C)Cc2cc(=O)oc3cc(C)c(Cl)cc23)cc1	0	-3	7	-1	-8	-23	-9	0.6	-5
Cc1csc(NC(=O)CN2C(=O)COc3ccc(Cl)cc32)n1	-7	10	2	11	-1	-17	1	2.0	-1
CCC(Sc1nc2ccncc2[nH]1)C(=O)Nc1ccc(C)c(Cl)c1 (stereo not given)	-9	1	5	1	0	-12	-7	0.8	6
Cc1ccc(S(=O)(=O)N2CCN(C(=O)c3ccc(N4CCCC4)c([N+](=O)[O-])c3)CC2)cc1	-11	-5	12	1	-3	1	-2	-0.2	-1
Cc1cccc(OCC(=O)Nc2cc(C)ccc2O)c1	-15	7	-5	8	-7	-13	15	3.9	-2
COc1ccc(NC(=O)CSc2nnc(-c3cnccn3)n2C)cc1OC	-5	-8	17	3	-18	-10	-11	2.1	-2
CN1CCN(C(=O)c2ccc(Cl)c(S(=O)(=O)N3CCCCC3)c2)CC1	-3	7	3	1	-7	-9	-5	1.3	-8
CCCCC1(C(=O)OC)NC(c2ccc(O)cc2)C2C(=O)N(c3ccccc3)C(=O)C21 (stereo not given)	-10	2	6	0	2	-7	-7	0.9	-1
CN(CC(=O)Nc1ccncc1)S(=O)(=O)c1ccc(Cl)cc1	1	-9	2	6	-38	-10	-1	6.7	3
O=C(COc1ccc([N+](=O)[O-])cc1)Nc1ccc(N2CCCC2)cc1	-9	9	1	0	-4	-6	-7	0.8	-13
CC(=O)c1ccc(OCC(=O)OC(C)C(=O)NC2CCCCC2)cc1 (stereo not given)	-3	-1	10	1	9	-8	1	-0.1	5
CCc1cc2c(cc3c(=O)n(CC(=O)N4CCN(c5ccccn5)CC4)nc(CC)n32)s1	-3	-8	12	0	-14	-20	-18	-0.5	-6
COC(=O)c1sc2nc(C)cc(C)c2c1N	-11	-9	2	1	1	-10	1	-0.1	-9
Cc1ccc(OCC(=O)N2CCc3ccccc3C2)c(Br)c1	-14	-9	6	0	9	-21	-15	-1.1	-3
CCOc1c2c(nc3ccc(Cl)cc13)CCC2	-2	-10	0	-3	-5	-23	3	-1.4	-9
COc1ccc(CNC(=O)COC(=O)c2ccco2)cc1	-13	6	0	0	12	-7	7	0.1	-4
CCOC(=O)[C@]12CCCC=C1N(Cc1ccc(Cl)cc1Cl)C(=O)[C@H](CC(=O)N1CCN(C(=O)C3CC3)CC1)C2	.	-6	.	1	-22	.	.	0.9	.

An excerpt from above in order of SMILES length, low to high:
SMILES	OXTR potentiator	M4 antag	CHRM1 PAM	M4 ag	CHO-K1 Ca antag	CHO parental Ca	CHRM1 antagonist	CHO-K1 Ca ag	M1 ag
COC(=O)c1sc2nc(C)cc(C)c2c1N	-11	-9	2	1	1	-10	1	-0.1	-9
Cc1ccc(OCC(=O)N2CCc3ccccc3C2)c(Br)c1	-14	-9	6	0	9	-21	-15	-1.1	-3
COc1ccc(NC(=O)CSc2nnc(-c3cnccn3)n2C)cc1OC	-5	-8	17	3	-18	-10	-11	2.1	-2
CCc1cc2c(cc3c(=O)n(CC(=O)N4CCN(c5ccccn5)CC4)nc(CC)n32)s1	-3	-8	12	0	-14	-20	-18	-0.5	-6

(next part)
SMILES	OXTR potentiator	M4 antag	CHRM1 PAM	M4 ag	CHO-K1 Ca antag	CHO parental Ca	CHRM1 antagonist	CHO-K1 Ca ag	M1 ag
CC(C)NC(=O)c1onc(CSc2cccc(Cl)c2)c1C(=O)O	0	-7	0	0	1	-3	6	-0.1	0
CC1CCCCN1C(=O)CCc1nnc(Cc2c[nH]c3ccccc23)o1 (stereo not given)	-7	5	9	1	5	-10	-11	7.5	-7
CCOC(=O)C1=CN(Cc2cccc(Br)c2)S(=O)(=O)N(C)C1C (stereo not given)	.	-8	2	1	-8	-5	-10	-0.5	-6
CCOC(=O)N1CCN(C(=O)c2oc(=O)c3ccccc3c2-c2ccc(C)cc2)CC1	5	-10	6	5	1	-24	-12	0.5	-6
c1ccc(-n2c(-c3cccs3)nc3nc4ccccc4nc32)cc1	8	-5	6	1	-10	-12	-2	1.2	-8
COc1ccc(C(=O)CSc2nc(C)cc(C)n2)cc1C	-12	-2	9	1	-13	8	-18	2.9	-4
Cc1ccc(-n2c(SCC(=O)NCCN3C(=O)CSC3=O)nnc2-c2ccccc2)cc1	0	2	17	1	-5	-9	-14	0.0	-7
Cc1cc(C(=O)NCc2ccccc2)c(=O)[nH]c1C	1	-5	4	0	-3	-9	-7	0.7	-6
O=C(NCc1ccc2c(c1)OCO2)c1cc(-c2ccc(Cl)cc2Cl)on1	1	6	2	0	-9	-5	-15	0.8	-3
COc1ccc(NC(=O)CCCC2CCCCC2)c(OC)c1	.	16	10	0	0	.	-8	-0.3	-1
Cc1nc2ccccc2c(=O)n1/N=C/c1c(O)ccc2ccccc12	-12	4	7	1	-7	-24	-7	0.3	-9
COc1cc2c(cc1OC)C(C)N(C(=O)c1ccc(C)o1)CC2 (stereo not given)	-9	2	7	0	-19	-18	-8	1.6	-5
Cc1ccc(NC(C(N)=O)c2c(C)[nH]c(=O)[nH]c2=O)cc1 (stereo not given)	-8	-2	6	1	0	-3	-4	0.0	-3
O=C1Nc2ccc(Cl)cc2C(C#CC2CC2)(C(F)(F)F)O1 (stereo not given)	-5	32*	-19	-2	-8	28	8	0.0	-6
N#Cc1ccc(OCC(=O)Nc2ccc3[nH]c(=O)[nH]c3c2)cc1	-10	6	5	1	-3	2	3	0.7	-1
CCC(C)n1c(SCC(=O)NC(=O)Nc2ccc3c(c2)OCCO3)nc2ccccc2c1=O (stereo not given)	6	-3	3	0	-21	-25	1	0.6	-4
COc1ccc(-n2cnnc2)cc1	-10	11	4	1	-3	-7	-5	-0.1	-3

2 of these compounds, set out differently.
Value order – OXTR potentiator	M4 antag	CHRM1 PAM	M4 ag	CHO-K1 Ca antag	CHO parental Ca	CHRM1 antagonist	CHO-K1 Ca ag	M1 ag
> O=C1Nc2ccc(Cl)cc2C(C#CC2CC2)(C(F)(F)F)O1 (stereo not given)
  -5	32*	-19	-2	-8	28	8	0.0	-6
> N#Cc1ccc(OCC(=O)Nc2ccc3[nH]c(=O)[nH]c3c2)cc1
  -10	6	5	1	-3	2	3	0.7	-1
